MRP reversal – reverses drug resistance mediated by MRP; 85,000 compounds, 0.04% hits; differential viability (reversal), % at 10 µM; H69AR cells + 2 uM doxorubicin, CellTiter-Glo, 72 h;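 active = viability drop by adding the cancer drug above about 55%, with treated viability meeting a 40% cutoff, limit read from the data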;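 also: viability without doxorubicin minus viability with 2 µM doxorubicin for each compound; larger differential means the compound sensitizes cells more to doxorubicin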
Bcl-B TR3 displacers – displacers of TR3 peptide from Bcl-B, primary screen, selectivity assay for Bfl-1 inhibitor project, biochemical, fluorescence polarization | FP displacement of FITC-TR3 peptide from Bcl-B; higher % means a stronger effect | displacement, % at 20 µM, or IC50 in µM where a hit was titrated | 96,000 compounds, 0.11% hits;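 active = displacement above 50% at 20 µM plus a fluorescence interference ratio under 1.5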;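 also: plate controls were wells without compound for no effect and wells lacking Bcl-B protein for full effect; a part of the inactive calls stands beside numbers as strong as those of hits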
IL1B NFkB inh – blocks IL-1B driven NFkB nuclear translocation in HUVEC cells; HUVEC IL-1B NFkB p65 nuclear translocation imaging; inhibition, % at 2 µM; 94,000 compounds, 0.43% hits;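 active = inhibition above about 30% together with a positive call from visual inspection of the well image, limit read from the data; inconclusive = inhibition above a set limit but visual check negative; inactive = inhibition not above a set limit, visual check negative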;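 also: nuclear over cytoplasmic p65 intensity ratio measured by imaging; 0% = IL-1B stimulated DMSO wells and 100% = unstimulated DMSO wells; values of inactives mirror those of a sister screen read the other way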
PLAP inhibitors HTS – PLAP enzyme inhibitors, biochemical, luminescence, HTS (AID 690); purified PLAP, luminescent substrate; higher % means a stronger effect; inhibition, % at 20 µM, or IC50 in µM where a hit was titrated; 96,000 compounds, 0.08% hits; in the data active = a potency from the dose series; inactive = the rest, 99 in 100 with inhibition below about 30%; also: strong numbers were not always called active
NFkB transloc pot – enhances IL-1B driven NFkB nuclear translocation; HUVEC IL-1B NFkB p65 nuclear translocation imaging; activation, % at 2 µM; 94,000 compounds, 0.3% hits; AID 819;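 active = activation above 40%, about the mean plus 3 SD, also judged a hit on visual image review; inconclusive = activation above 40% but not a hit on visual review; inactive = activation not above 40% and no visual hit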;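 also: percent activation is computed from the nuclear over cytoplasmic p65 intensity ratio; values of inactives mirror those of a sister screen read the other way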
MRP reversal cytotoxicity – further read-out of MRP reversal, marked with its call; viability, %; H69AR cells, CellTiter-Glo, 72 h; measured here: cytotoxicity without doxorubicin
MRP reversal with doxorubicin – second read-out of MRP reversal, no call of its own (marks repeat the call); viability, %; measured here: viability with 2 uM doxorubicin; stronger effect = lower value
IL1B NFkB inh cell count 2 µM – second read-out of IL1B NFkB inh, no call of its own (marks repeat the call); cell count; measured here: cells passing quality filter;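 raw number of nuclei counted in each imaged well without normalization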
NFkB transloc pot cell count 2 µM – second read-out of NFkB transloc pot, no call of its own (marks repeat the call); cell count; measured here: cells passing quality filter
An asterisk follows results filed as active; ? = inconclusive; / = not tested or not shown. Only part of the results is shown; rates above refer to the full screens.

SMILES	MRP reversal	MRP reversal cytotoxicity	MRP reversal with doxorubicin	Bcl-B TR3 displacers	IL1B NFkB inh	IL1B NFkB inh cell count 2 µM	PLAP inhibitors HTS	NFkB transloc pot	NFkB transloc pot cell count 2 µM
COC(=O)c1[nH]c2cc(C)ccc2c1NC(=O)CN1CCN(C(=O)c2ccco2)CC1	2	62	60	5%	-47	168	-8%	?	/
CCc1c(C)nc(Nc2nc(C)c3cc(OC)ccc3n2)[nH]c1=O	-33	28	61	-2%	-2	74	-29%	2	74
NC(=O)C1CCN(CC(=O)N2c3ccccc3CCc3ccccc32)CC1	5	86	81	-3%	7	200	-72%	-7	200
CCOC(=O)c1c(C=O)c(C)n(Cc2ccc(Cl)cc2)c1C	-2	94	96	-6%	-2	166	16%	2	166
Cc1nc(-c2c(C(F)(F)F)noc2-c2ccc(O)cc2O)cs1	-16	88	104	-12%	0	157	0%	0	157
CN(C)C(=O)N1CCCC(C(=O)NCc2ccccc2Cl)C1 (configuration not stated)	6	93	88	2%	/	/	12%	/	/
c1ccc2c(c1)nc1n2CN(Cc2ccc3c(c2)OCO3)CN1	53	91	38	2%	1	128	7%	-1	128
CC(C)CCNC(=O)CN(CC1CCCO1)C(=O)CCC(=O)Nc1ccccn1 (configuration not stated)	9	99	91	5%	1	212	-32%	-1	212
CC(=O)Nc1cccc(NC(=O)C2CCCN2C(=O)Nc2ccc(C)cc2)c1 (configuration not stated)	/	/	/	2%	16	77	17%	-16	77
Cc1nnc(NC(=O)CSc2nnc(Cc3cccn3C)n2C)s1	/	/	/	-2%	18	61	-8%	-18	61
Cn1cccc1CNCc1ccccc1Cl	/	/	/	-9%	4	147	3%	-4	147
CCC(c1nnnn1Cc1ccc2c(c1)OCO2)N1CCN(c2ccc(F)cc2)CC1 (configuration not stated)	20	87	66	-4%	-12	177	-45%	12	177
CCOc1cc(/C=N/NC(=O)COc2cccc(C)c2)ccc1OC(=O)c1cccs1	/	/	/	-4%	-37	139	-30%	37	139
Cc1n[nH]c(C)c1S(=O)(=O)N1CCCC(C(=O)Nc2nccs2)C1 (configuration not stated)	-7	72	79	-18%	-14	170	-3%	14	170
O=C(Nc1cnn(Cc2ccc(Cl)c(Cl)c2)c1)C12CC3CC(CC(C3)C1)C2	-15	83	98	/	-1	158	/	1	158
Cc1onc(-c2ccccc2)c1C(=O)Nc1ccc2c(c1)OCCO2	9	91	82	3%	/	/	-4%	/	/
N#Cc1c2c(c(-c3ccccc3)[nH]c1=O)CCCC2	16	90	74	11%	-7	185	5%	7	185
CCCC(C)n1[nH]c(=O)cc1N (configuration not stated)	-7	97	104	/	2	147	/	-2	147
Cc1cccc(C)c1OCC(=O)Nn1c(COc2ccccc2)nc2ccccc2c1=O	23	97	75	-12%	-10	148	6%	10	148
CCOC(=O)c1sc(NC(=O)CCSC)nc1C	-1	76	78	1%	-9	193	0%	9	193
CN(C#N)c1nc(N2CCOCC2)nc(N2CCOCC2)n1	-6	67	73	/	-7	159	/	7	159
Cc1nnc(SCC(=O)N2CC(=O)Nc3ccccc32)n1Cc1ccccc1	-5	94	100	-9%	-13	139	-10%	13	139
CC(C)NS(=O)(=O)c1ccc(CCC(=O)NCc2ccc3c(c2)OCO3)cc1	16	104	88	/	-5	100	/	5	100
COc1ccc(NC(=O)c2oc3ccccc3c2NC(=O)c2ccco2)cc1	4	69	65	4%	-8	150	-17%	7	150
O=c1oc2ccccc2cc1C1=Nn2c(nnc2-c2cccnc2)SC1	-4	80	84	2%	7	188	-4%	-7	188
CCCC(=O)Nc1ccc(N2CCCCC2)cc1	-8	70	78	-6%	-32	149	-33%	32	149
O=C1NC(=O)C2(COC3(CCCC3)OC2)S1	-1	103	103	7%	12	122	14%	-12	122
COc1cc(OC)cc(C(=O)N/N=C/c2ccc(OC)c(COc3ccc4ccccc4c3)c2)c1	/	/	/	-2%	-1	210	-1%	1	210
O=C(Nc1cccn(Cc2c(Cl)cccc2Cl)c1=O)c1c(Cl)cccc1Cl	/	/	/	-15%	-5	179	-8%	5	179
CCn1c(SCC(=O)c2ccc(Cl)s2)nnc1-c1cccs1	-1	88	88	-38%	2	124	-2%	-2	124
COC(=O)CC1=C(C(=O)OC)C(c2cc(OC)c(OC)cc2OC)C(C#N)=C(N)O1 (configuration not stated)	1	82	81	-2%	3	145	-45%	-3	145
C/C(=N/NS(=O)(=O)c1ccc(C)cc1)c1cccc(NC(=O)c2cccc(Cl)c2)c1	/	/	/	2%	-9	180	-5%	9	180
O=C(COC(=O)C12CC3CC(CC(O)(C3)C1)C2)N1CCN(S(=O)(=O)c2ccc(Cl)cc2)CC1	-8	59	67	/	-4	187	/	4	187
O=C(N/N=C/c1cccc(O)c1)c1ccc(COc2ccc3c(c2)CCC3)o1	/	/	/	4%	-17	147	4%	17	147
CCOc1cc(C(=O)Nc2cnccn2)cc(OCC)c1OCC	-19	24	43	-7%	5	74	-55%	-5	74
Cc1ccc(OCC(=O)NC(=S)Nc2ccc(Br)c(C)n2)cc1	/	/	/	3%	5	120	4%	-5	120
O=C(NCCCN1CCC(Cc2ccccc2)CC1)C1CC(=O)N(C2CCCC2)C1 (configuration not stated)	9	96	87	1%	6	207	-60%	-6	207
CCCn1c(=O)c2ccccc2n2c(SCc3c(C(=O)OCC)oc4ccccc34)nnc12	/	/	/	-9%	-12	213	-19%	12	213
C=CCN1C(=O)C(CC(=O)Nc2ccccc2)SC1=Nc1c(C)n(C)n(-c2ccccc2)c1=O (configuration not stated)	4	95	91	5%	-8	154	-44%	8	154
O=C(CSc1nnc(CNc2ccc(F)cc2)o1)N1c2ccccc2Sc2ccccc21	/	/	/	2%	-12	159	-27%	12	159
CSc1nc(Oc2ccccc2)c2sccc2n1	/	/	/	3%	6	117	5%	-6	117
COc1ccc2nc(NCc3ccccc3)[nH]c2c1	-25	20	45	-7%	-2	104	-45%	2	104
COc1ccc(CC(NC(C)=O)C(=O)NC2CCN(C(=O)NCc3ccccc3)CC2)cc1 (configuration not stated)	10	109	98	1%	-1	203	-7%	1	203
CC(=O)c1cccc(-n2c(CCC(=O)O)ccc2-c2cccs2)c1	10	104	94	26%	4	125	-46%	-4	125
COC(=O)c1ccc(CNC(=O)/C=C/c2cc([N+](=O)[O-])ccc2OC(F)F)cc1	/	/	/	-2%	-15	165	12%	15	165
O=C(Cc1cccs1)Nc1cccc(-c2nc3ccccc3o2)c1	/	/	/	0%	-3	172	9%	3	172
Cc1cc(O)c(NC(=S)NC(=O)c2ccc(-c3ccc(Cl)cc3)o2)cc1C	/	/	/	0%	4	94	-7%	-4	94
O=C(CCCn1c(=S)[nH]c2cc3c(cc2c1=O)OCO3)N1CCN(c2ccccn2)CC1	16	88	72	-2%	8	176	-30%	-8	176
COc1ccccc1NC(=O)NC1(C(=O)N2CCC(O)CC2)CCCCC1	-9	99	108	-7%	4	182	5%	-4	182
CC(C)CCNC(=O)C(Cc1ccccc1)NS(=O)(=O)c1ccc2c(c1)c(=O)n(C)c(=O)n2C (configuration not stated)	11	97	86	12%	-7	175	-3%	7	175
Cc1ccc2nc(Nc3ncc4c(n3)CCCC4=O)nc(C)c2c1	15	92	76	4%	/	/	-4%	/	/
COc1cc(-c2nn3c(-c4cccnc4)nnc3s2)cc(OC)c1OC	-25	77	103	1%	5	63	13%	-5	63
CCCC1C2CN(C(C)=O)CC=C2C(C#N)=C(N)C1(C#N)C#N (configuration not stated)	-1	74	76	3%	/	/	-14%	/	/
COc1ccc(-c2nc3ccccc3n2Cc2ccc(C)cc2)cc1	14	102	88	-2%	-5	183	-15%	5	183
Cc1ccc(-c2csc(=S)n2CC(=O)OCC(=O)NCc2ccc(F)cc2)cc1	/	/	/	-24%	/	/	-55%	/	/
C=CCCC(=O)Nc1nc(C)c(-c2csc(Nc3cc(OC)ccc3OC)n2)s1	/	/	/	-49%	7	191	-26%	-7	191
COc1cc2c(cc1OC)C(C(=O)O)C(c1ccc(C)o1)N(C)C2=O (configuration not stated)	-16	102	117	5%	-37	119	-17%	37	119
CCC(=O)N1c2ccc(S(=O)(=O)CCC(=O)N3CCN(c4ccccc4)CC3)cc2CC1C (configuration not stated)	-15	98	113	-6%	8	130	-29%	-8	130
Cc1cc(C)nc(SCC(=O)Nn2cnnc2)n1	9	94	85	-3%	/	/	-1%	/	/
COc1cc(SC)ccc1C(=O)Nc1ccc2c(c1)OCCO2	5	65	60	1%	-45	165	-36%	45*	165*
The list continues.
SMILES	MRP reversal	MRP reversal cytotoxicity	MRP reversal with doxorubicin	Bcl-B TR3 displacers	IL1B NFkB inh	IL1B NFkB inh cell count 2 µM	PLAP inhibitors HTS	NFkB transloc pot	NFkB transloc pot cell count 2 µM
OCCN1CCN(CCOc2cccc(Cl)c2)CC1	/	/	/	8%	-2	64	-4%	2	64
Cc1cc(C(F)(F)F)n2nc(-c3sccc3-n3cccc3)cc2n1	/	/	/	-3%	-17	151	23%	17	151
Cc1cc(N2CCN(c3ccccn3)CC2)n2cc(-c3ccccc3)nc2n1	/	/	/	0%	8	171	-34%	-8	171
CCCCNC(=O)c1cc(-c2ccc(OC)cc2)on1	12	107	95	-4%	9	61	-26%	-9	61
CCCN1C(=O)C2(/C(=C(\O)c3ccc4c(c3)OCCO4)C(=O)C(=O)N2CCCOC)c2ccccc21 (configuration not stated)	4	94	91	10%	3	139	-35%	-3	139
Nc1nc(SCc2ccc3c(c2)OCCO3)n[nH]1	8	96	88	-2%	-9	151	-76%	9	151
O=C(OC1CCOC1=O)c1cc(-c2ccc(Br)cc2)nc2ccccc12 (configuration not stated)	-4	91	95	0%	5	139	-38%	-5	139
CCCc1cc(=O)[nH]c(SCc2cc(Cl)ccc2OC(F)F)n1	-2	87	89	6%	-16	124	-4%	16	124
Cc1nc2sc(-c3ccccc3)cc2c(=O)n1-n1cccc1	-3	95	98	-23%	3	137	-1%	-3	137
CC1=C(C(=O)OCc2ccccc2)C(c2ccccn2)c2c(n(C)c(=O)n(C)c2=O)N1 (configuration not stated)	19	95	76	-9%	-14	201	-66%	14	201
CCc1nnc(NC(=O)CCC(=O)N2CCN(CCOc3ccc(C)cc3)CC2)s1	8	110	103	2%	-47	147	-46%	?	/
N#Cc1nc(-c2ccccc2F)oc1NCc1cccc2c1OCO2	-2	88	90	-4%	-19	145	15%	19	145
CC(C)N1CC2=C(OC(N)=C(C#N)C2c2cccnc2)/C(=C/c2cccnc2)C1 (configuration not stated)	-9	48	56	53%	/	/	-32%	/	/
Cn1c(=O)c2c(nc(Br)n2CC(=O)c2cccs2)n(C)c1=O	15	93	78	2%	-24	75	32%	24	75
O=C(O)C1C2C=CC3(CN(C/C=C/c4ccccc4)C(=O)C13)O2 (configuration not stated)	-6	100	106	2%	11	162	-7%	-11	162
CCN(CC)c1ccc(C2NC(=O)NC(C)=C2C(=O)Nc2ccccc2)cc1 (configuration not stated)	-2	77	79	-1%	-39	183	5%	39	183
Cc1ccc(S(=O)(=O)NCCc2ccc(S(N)(=O)=O)cc2)cc1	10	99	88	-6%	-20	81	21%	20	81
Cn1ccnc1SCC(=O)Nc1ccccc1	-10	93	103	/	-24	114	/	24	114
O=C(Cn1cnc2ccccc2c1=O)NC1CCCc2ccccc21 (configuration not stated)	2	86	84	-6%	-2	123	-12%	2	123
CC(C)CC(=O)Nc1ccc(Nc2ccccc2)cc1	4	89	86	/	-2	178	/	2	178

A second format for three compounds above:
mol | MRP reversal | MRP reversal cytotoxicity | MRP reversal with doxorubicin | Bcl-B TR3 displacers | IL1B NFkB inh | IL1B NFkB inh cell count 2 µM | PLAP inhibitors HTS | NFkB transloc pot | NFkB transloc pot cell count 2 µM
N#Cc1nc(-c2ccccc2F)oc1NCc1cccc2c1OCO2 | -2 | 88 | 90 | -4% | -19 | 145 | 15% | 19 | 145
CC(C)N1CC2=C(OC(N)=C(C#N)C2c2cccnc2)/C(=C/c2cccnc2)C1 (configuration not stated) | -9 | 48 | 56 | 53% | / | / | -32% | / | /
Cn1c(=O)c2c(nc(Br)n2CC(=O)c2cccs2)n(C)c1=O | 15 | 93 | 78 | 2% | -24 | 75 | 32% | 24 | 75

Assay outcomes (PubChem)
